CHT PAM: allosterically activates the human high affinity choline transporter; B-score at 10 µM; actives 0.49% (n = 310,000); CHT-expressing cells, membrane potential dye, choline EC20; active compounds read high; LV-AA mutant CHT in HEK293 cells; Q9GZV3;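 active = initial fluorescence not abnormally high and integrated response B-score, plate-corrected, over 3 SD above library mean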
Target sequence (Q9GZV3 whole entry, looked up): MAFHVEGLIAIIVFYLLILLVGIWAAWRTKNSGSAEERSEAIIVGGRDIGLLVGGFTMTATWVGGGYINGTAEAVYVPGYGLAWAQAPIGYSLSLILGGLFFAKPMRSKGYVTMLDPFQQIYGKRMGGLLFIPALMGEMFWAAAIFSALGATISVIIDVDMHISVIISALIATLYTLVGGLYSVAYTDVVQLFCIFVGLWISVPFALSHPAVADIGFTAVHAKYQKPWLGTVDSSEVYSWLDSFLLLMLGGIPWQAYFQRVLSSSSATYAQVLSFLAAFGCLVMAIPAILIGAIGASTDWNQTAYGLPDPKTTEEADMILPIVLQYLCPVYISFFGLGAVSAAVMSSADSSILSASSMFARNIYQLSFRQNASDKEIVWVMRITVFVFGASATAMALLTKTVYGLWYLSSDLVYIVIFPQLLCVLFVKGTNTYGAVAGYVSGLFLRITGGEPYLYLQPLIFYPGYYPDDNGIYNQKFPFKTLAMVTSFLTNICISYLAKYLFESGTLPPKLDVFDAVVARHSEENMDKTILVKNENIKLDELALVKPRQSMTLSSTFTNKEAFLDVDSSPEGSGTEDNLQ
CHT inh: inhibitors of human choline transporter CHT; Q9GZV3; CHT-expressing cells, membrane potential dye, choline response; active compounds read low; B-score at 10 µM; actives 0.86% (n = 310,000); AID 488975;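 active = B-score over 3 SD under the library average, and starting fluorescence ratio not unusually high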;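 note: choline stimulus applied at its EC90 after an EC20 pre-addition; B-score computed on integrated fluorescence ratio after choline addition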
STK33 inh: blocks human STK33 kinase activity | Q9BYT3 | purified STK33, MBP phosphorylation, ADP-Glo luminescence | inhibition, % at 10 µM | actives 0.073% (n = 320,000) | AID 2661;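 active = inhibition at or above 25%, using the most active replicate where run in duplicate; inactive = inhibition below 25%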
Target sequence (Q9BYT3 whole entry, looked up): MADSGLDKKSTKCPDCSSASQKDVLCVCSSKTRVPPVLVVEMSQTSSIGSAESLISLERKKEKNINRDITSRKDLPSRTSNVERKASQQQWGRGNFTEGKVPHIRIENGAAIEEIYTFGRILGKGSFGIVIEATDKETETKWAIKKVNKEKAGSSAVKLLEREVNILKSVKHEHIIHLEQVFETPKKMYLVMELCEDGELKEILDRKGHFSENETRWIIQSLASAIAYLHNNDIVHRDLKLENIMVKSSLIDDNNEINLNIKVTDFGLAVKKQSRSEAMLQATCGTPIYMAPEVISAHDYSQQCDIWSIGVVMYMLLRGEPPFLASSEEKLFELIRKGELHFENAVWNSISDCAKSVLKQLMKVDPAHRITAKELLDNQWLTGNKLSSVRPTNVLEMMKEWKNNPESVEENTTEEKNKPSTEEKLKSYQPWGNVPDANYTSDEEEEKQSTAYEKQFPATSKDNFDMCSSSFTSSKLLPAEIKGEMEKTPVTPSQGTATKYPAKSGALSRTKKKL
Active calls of the source: *; i = inactive; / = no result given.

Every second line gives: CHT PAM	CHT inh	STK33 inh
O=C1CCC(C(=O)N2CCCCO2)CN1Cc1ccc(Cl)cc1 (stereo not given)
 : i	i	-1.2
CC(=O)N1CCc2c(sc3c2c(=O)n(-c2ccccc2)c(=O)n3CC(=O)NCC2CCCO2)C1 (stereo not given)
 : i	i	-1.6
O=C(CCNS(=O)(=O)c1ccccc1)OCC(=O)c1ccc(F)cc1
 : i	i	-3.0
CC(=O)NC(Cc1c[nH]c2ccccc12)C(=O)Nc1ccc2c(c1)OCO2 (stereo not given)
 : i	i	-0.1
CC1(C)CC(=O)C(C=NCCN2CCN(CC(=O)Nc3ccc(Cl)cc3)CC2)=C(O)C1
 : i	i	-1.4
CC(C)Cn1c(N2CCN(CC(=O)Nc3ccc(Cl)cc3)CC2)nc2ccccc21
 : i	i	-0.9
N#Cc1ccc(CN2CCN(C(=O)Cn3nc(C(N)=O)c4ccccc4c3=O)CC2)cc1
 : i	i	-0.3
Cc1ccccc1NS(=O)(=O)c1ccc(C(=O)NCC(c2ccccc2)N(C)C)cc1 (stereo not given)
 : i	i	0.1
COc1ccc(NC(=O)Nc2nccs2)cc1
 : i	i	0.3
COc1ccc(C(=O)COC(=O)Cn2cnc3ccccc3c2=O)c(OC)c1
 : i	i	-0.4
Cc1ccc2c(c1)C(c1ccc(F)cc1)N(C(=O)C1CC1)CC(=O)N2 (stereo not given)
 : i	i	0.2
C#CCOCCOCCOCCNc1nc(N2CCN(C(=O)CCCCCCCCCCNC(=O)[C@H](CCCCN)n3cc(C)nn3)CC2)nc(N2CCN(C(=O)CCCCCCCCCCNC(=O)[C@H](CCCCN)n3cc(CCCC(=O)O)nn3)CC2)n1
 : i	i	0.7
Cc1cc(C)cc(CN2C(=O)NC3(CCCCCC3)C2=O)c1
 : i	i	1.8
Cc1ccccc1OCC(=O)NCC(=O)OCC(=O)c1ccc([N+](=O)[O-])cc1
 : i	i	1.2
COc1cc(C2C(C(=O)c3ccco3)=C(O)C(=O)N2Cc2cccnc2)cc(OC)c1OC (stereo not given)
 : i	i	0.6
COc1cc(C2/C(=C(\O)c3ccc4c(c3)OCCO4)C(=O)C(=O)N2Cc2ccco2)ccc1O (stereo not given)
 : i	i	-2.0
CSCCC(NS(=O)(=O)c1ccc(C)cc1)C(=O)N1CCCC1 (stereo not given)
 : i	i	-1.5
COC(=O)c1cc(S(=O)(=O)N2CCN(Cc3ccccc3)CC2)cn1C
 : i	i	-1.5
O=S(=O)(NCc1cc(-c2ccccc2Cl)no1)c1ccccc1
 : i	i	-1.1
C=CC[C@H]1CC(C)=C[C@H](CC=C)N1C(=O)c1cc(COc2ccccc2SC)on1
 : i	i	0.7

Record cards, from the list above. Values in the order: CHT PAM | CHT inh | STK33 inh
COc1cc(C2C(C(=O)c3ccco3)=C(O)C(=O)N2Cc2cccnc2)cc(OC)c1OC (stereo not given) across the screens: i | i | 0.6
COc1ccc(NC(=O)Nc2nccs2)cc1 across the screens: i | i | 0.3

Returning to the listing; the 3 compounds before the break are reprinted first.
Every second line gives: CHT PAM	CHT inh	STK33 inh
COC(=O)c1cc(S(=O)(=O)N2CCN(Cc3ccccc3)CC2)cn1C
 : i	i	-1.5
O=S(=O)(NCc1cc(-c2ccccc2Cl)no1)c1ccccc1
 : i	i	-1.1
C=CC[C@H]1CC(C)=C[C@H](CC=C)N1C(=O)c1cc(COc2ccccc2SC)on1
 : i	i	0.7
COc1cccc(/C=N/Nc2nnc(C)n2N)c1O
 : i	i	-1.5
CCCOc1ccc(-c2nc(C#N)c(N3CCN(CC)CC3)o2)cc1
 : i	i	-0.7
Cc1nnc(SC(C(=O)Nc2cc(Cl)cc(Cl)c2)c2ccccc2)[nH]c1=O (stereo not given)
 : i	i	0.6
O=[N+]([O-])c1cc(CN2CCC(O)CC2)ccc1Cl
 : i	i	-0.4
O=C(O)C1C2CCC(CC2)C1C(=O)N1CCN(Cc2ccc(F)cc2)CC1 (stereo not given)
 : i	i	-2.7
COc1cccc(/C=C2/NC(=O)NC2=O)c1OCC(=O)Nc1ccccc1
 : i	i	/
O=C(Nc1ncc([N+](=O)[O-])s1)c1ccc2c(c1)OCO2
 : i	i	1.3
Cc1cc(C)nc(N(C#N)S(=O)(=O)c2ccccc2Cl)n1
 : i	i	/
CCC(=O)N1CCc2cc(S(=O)(=O)CCC(=O)Nc3c(C)n(C)n(-c4ccccc4)c3=O)ccc21
 : i	i	-0.3
CC(=O)Nc1ccccc1C(=O)N1CC(C)OC(C)C1 (stereo not given)
 : i	i	-1.8
CC(=O)N/C(=C\c1ccccc1)C(=O)OCC(=O)NC(C)C12CC3CC(CC(C3)C1)C2 (stereo not given)
 : i	i	-2.9
COc1cc(S(=O)(=O)Nc2cccnc2)ccc1Cl
 : i	i	-0.7
Fc1ccc(OCCOCCN2CCCC2)cc1
 : i	i	-1.4
O=[N+]([O-])c1ccc(/C=N/Nc2ccc3ccccc3c2)o1
 : i	i	0.0
O=C(N/N=C/C(Cl)=C\c1ccccc1)c1cnccn1
 : i	i	-0.6
Cc1ccc(S(=O)(=O)N2CC3(C)CN(S(=O)(=O)c4ccc(C)cc4)CC(C)(C2)C3)cc1
 : i	i	-0.4
CCN=C1Cn2c(nc3scc(-c4ccccc4)c3c2=O)CN1CC
 : i	i	-1.8
CC(=N)C1=C(O)CC(C)(C)CC1=O
 : i	i	-0.4
COC(CSc1ncnc2c1oc1nc3c(cc12)COC(C)(C)C3)OC
 : i	i	-1.0
O=C1CC(N2CCN(S(=O)(=O)c3ccc(Cl)cc3)CC2)C(=O)N1CCc1ccccc1 (stereo not given)
 : i	i	1.7

Carrying on:
Every second line gives: CHT PAM	CHT inh	STK33 inh
O=C(OCC(=O)c1ccc(Cl)cc1Cl)c1ccc2c(c1)C(=O)N(c1cccc3ncccc13)C2=O
 : i	i	-0.2
C/C=C/Cn1c(N2CCCCCC2)nc2c1c(=O)[nH]c(=O)n2C
 : i	i	-1.3
Cc1cccc(COCC(Cc2ccccc2)N2CCN(C(=O)c3ccc(Cl)c(Cl)c3)CCC2=O)c1 (stereo not given)
 : i	i	-0.6
CC(C)Oc1ccc(/C(O)=C2/C(=O)C(=O)N(Cc3cccnc3)C2c2ccco2)cc1 (stereo not given)
 : i	i	-0.8
O=C(CSc1nnc(-c2cccc(F)c2)o1)Nc1nncs1
 : i	i	-0.9
CCOC(=O)N1CCC(N(CCN(C)C)C(=S)Nc2ccccc2OCC)CC1
 : i	i	-1.4
O=S(=O)(c1cc(F)ccc1F)N1CCC2(CC1)OCCO2
 : i	i	-0.2
Cc1onc(-c2ccccc2)c1C(=O)N1CCCC1
 : i	i	-2.1
COc1ccc2c(c1)c(N=NC(N)=S)c(O)n2CC(=O)c1ccccc1
 : i	i	-0.3
COc1ccccc1N1CCN(CC(=O)Nc2c(C)n(C)n(-c3ccccc3)c2=O)CC1
 : i	i	-2.9
C/C(Cl)=C/Cn1c(NCCN(C)C)nc2c1c(=O)n(C)c(=O)n2C
 : i	i	-0.7
COCCNCCCCOc1c(Cl)cc(C)cc1Br
 : i	i	1.4
CCn1ccnc1CN(C)Cc1nc(-c2ccc(C(=O)OC)cc2)no1
 : i	i	-1.4
O=C1C2N=NN(CC(=O)N3N=C(c4ccccc4)CC3c3ccc([N+](=O)[O-])cc3)C2C(=O)N1c1ccccc1 (stereo not given)
 : i	i	-0.4
Clc1ccc(-c2nnc(SCc3cn4ccsc4n3)n2CC2CCCO2)cc1 (stereo not given)
 : i	i	0.4
Cc1ccc(S(=O)(=O)NCCC(=O)N2CC(C)OC(C)C2)cc1C (stereo not given)
 : i	i	-0.8
Cc1cccc(S(=O)(=O)N2CCCc3ccccc32)c1
 : i	i	-1.8
CC(=O)NC(CC(=O)Nc1ccc(S(=O)(=O)N2CCCC2)cc1)c1ccccc1 (stereo not given)
 : i	i	-0.8
Cc1c(CCC(=O)NCCCN2CCCC2=O)c(=O)oc2c(C)c(O)ccc12
 : i	i	0.0
O=C(O)C1Cc2ccccc2CN1C(=O)CCl (stereo not given)
 : i	i	-1.4

Carrying on:
Every second line gives: CHT PAM	CHT inh	STK33 inh
C=CCn1c(P(=O)(O)c2ccccc2)nc2ccccc21
 : i	i	-0.3
Cc1nc(CNC(=O)C2CCC(=O)N(Cc3cccc(F)c3)C2)sc1C (stereo not given)
 : i	i	-0.4
O=[N+]([O-])c1cc(-c2csc(NCCc3nc4cc(Cl)c(N5CCCCC5)cc4n3CCCO)n2)ccc1Cl
 : i	i	-0.4
CCN(CC(=O)Nc1c(F)cccc1F)C(=O)c1ccc(C#N)cc1
 : i	i	-1.7
CC[C@H](C)[C@H](NC(N)=O)C(=O)OCC(=O)NCc1ccc(Cl)cc1
 : i	i	-1.6
O=C(Nc1ccc(Cl)cc1)Nc1cc(S(=O)(=O)N2CCOCC2)ccc1N1CCCC1
 : i	i	-1.0
CCOc1ccccc1NCc1cc(=O)oc2cc(C)c(O)cc12
 : i	i	-2.6
O=C(NN1CCCCC1)c1cccc2ccccc12
 : i	i	0.2
Cc1ccc(C(=O)N/C(=C\c2ccc(-c3ccc(Cl)cc3)o2)C(=O)NCCCN(C)C)cc1
 : i	i	11.2
CC1=C(C(=O)OC(C)C)C(c2ccccc2)NC(=S)N1C (stereo not given)
 : i	i	-3.9
Cc1cc(S(=O)(=O)Nc2ccc(C(=O)N3CCN(C(=O)c4ccco4)CC3)cc2)ccc1F
 : i	i	-0.9
CC(/C=C/c1ccco1)=N\NC(=O)COc1ccc(C)c(C)c1
 : i	i	-0.6
COc1cc(-c2ccc(NC(=O)NC3CC3)c(OC)c2)ccc1NC(=O)NC1CC1
 : i	i	1.6
COc1ccccc1Oc1nc(-c2ccccc2)cc(C)c1S(C)(=O)=O
 : i	i	/
CCCn1c(=N)n(CC(=O)C(C)(C)C)c2ccccc21
 : i	i	-1.6
O=C1CCCC2=C1C(c1ccc(Cl)cc1)n1c(s/c(=C\c3ccc4ccncc4c3)c1=O)=N2 (stereo not given)
 : i	i	4.1
CCC(=O)NC(NC(=S)Nc1ccc(S(N)(=O)=O)cc1)C(Cl)(Cl)Cl (stereo not given)
 : i	i	-2.6
Cc1noc(NS(=O)(=O)c2ccc(NC(=O)c3ccc(Br)o3)cc2)c1C
 : i	i	1.1
CCCCCCCCSc1nnc(CSc2nc3nc(C)cc(C)n3n2)o1
 : i	i	-2.5
Cc1ccc(NC(=O)C2CCCN2C(=O)NC2CCCCC2)cc1C (stereo not given)
 : i	i	-0.6

(next part)
Every second line gives: CHT PAM	CHT inh	STK33 inh
Nc1c(Cl)cc(-c2csc(N3CCCC3c3nc4cc(Cl)c(Cl)cc4n3CCOCCO)n2)cc1Cl (stereo not given)
 : i	i	-0.9
CCOC(=O)CNC(c1ccccc1)c1cc(Br)ccc1NC(C)=O (stereo not given)
 : i	i	1.5
COc1ccc(C2C3=C(CCCC3=O)Nc3nc(C(F)(F)F)nn32)cc1OC (stereo not given)
 : i	i	-0.4
Cc1c(NC(=O)CN2CCN(c3cccc(Cl)c3)CC2)c(=O)n(-c2ccccc2)n1C
 : i	i	-0.6
CC(C)Cc1nc(N2CCOCC2)c(C#N)c2c1CCC2
 : i	i	-0.6
COC(=O)c1c(C)[nH]c(C)c1-c1ccc(C)cc1
 : i	i	1.6
O=C(NC1CCCC1)c1cc(-c2cccs2)on1
 : i	i	-0.5
CCCCNC(=O)CC(C(=O)N1CCc2ccccc21)n1ccnc1 (stereo not given)
 : i	i	0.3
CC(Sc1n[nH]c(=O)n1Cc1ccccc1)C(=O)NC1CCCCC1C (stereo not given)
 : i	i	-2.0
Cc1cc(=O)oc2c3c(cc(OCC(=O)N[C@@H](C)C(=O)O)c12)OC(C)(C)CC3
 : i	i	-1.6
CCOC(=O)CC1C(=O)NCCN1C(=O)COc1ccc(Br)cc1C (stereo not given)
 : i	i	-1.9
OC[C@H]1OC(O)C[C@@H](O)[C@@H]1O (stereo not given in full)
 : i	i	-0.2
COc1ccc(/C=C/C(=O)c2c(C)cc(C)[nH]c2=O)c2ccccc12
 : i	i	-0.3
O=c1[nH]c(Cc2ccccc2)nc2scc(-c3ccccc3)c12
 : i	i	-2.5
COc1ccc(/C=C/C2=NNC(=O)CC2)cc1
 : i	i	0.1
CC(C)C(C(=O)Nc1nccs1)N1C(=O)c2ccccc2C1=O (stereo not given)
 : i	i	0.4
Cc1sc2nc(CN(Cc3cccs3)C(=O)NC3CCCCC3)[nH]c(=O)c2c1C
 : i	i	0.6
O=C(O)c1ccc(N2CC3CC(C2)c2cccc(=O)n2C3)c(NC(=S)Nc2ccc(Br)cc2)c1 (stereo not given)
 : i	i	0.0
CC(=O)c1ccccc1Oc1nc(CN2CCOCC2)nc2scc(-c3cccs3)c12
 : i	i	-1.7
CN(CC1COc2ccccc2O1)C(=O)c1ccc(N(C)C)cc1 (stereo not given)
 : i	i	-1.4

Other entries follow.
Every second line gives: CHT PAM	CHT inh	STK33 inh
O=C(c1cc2ccccc2o1)N1CCN=C1SCc1cccc(F)c1
 : i	i	-0.7
Fc1cccc2sc(N3CCCCC3)nc12
 : i	i	-1.3
COCCNC(=O)CN1CCC(NC(=O)Nc2ccccc2)CC1
 : i	i	0.5
Cc1cc(Nc2ccccc2Cl)c2ccccc2n1
 : i	i	-0.7
Cc1ccc(-c2cc3nc(-c4ccccc4)cc(N4CCC5(CC4)OCCO5)n3n2)cc1
 : i	i	-0.2

Reformatted as comma-separated lines: entries from further up.
SMILES,CHT PAM,CHT inh,STK33 inh
CC(=O)Nc1ccccc1C(=O)N1CC(C)OC(C)C1 (stereo not given),i,i,-1.8
CC(=O)N/C(=C\c1ccccc1)C(=O)OCC(=O)NC(C)C12CC3CC(CC(C3)C1)C2 (stereo not given),i,i,-2.9
